procasp3 activ: activators of human procaspase-3; recombinant procaspase-3 D3A, Ac-DEVD-pNA absorbance 405 nm; 330,000 compounds, 0.11% hits; AID 463141; P42574; activation, % at 8.5 µM;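 active means activation above the mean of all tested compounds plus 3 SD, cut at about 21% in these data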;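 further: 0% = DMSO alone and 100% = DMSO wells spiked with extra 5 µM PC-3 D3A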
Target sequence (P42574 whole entry D9A/D28A/D175A): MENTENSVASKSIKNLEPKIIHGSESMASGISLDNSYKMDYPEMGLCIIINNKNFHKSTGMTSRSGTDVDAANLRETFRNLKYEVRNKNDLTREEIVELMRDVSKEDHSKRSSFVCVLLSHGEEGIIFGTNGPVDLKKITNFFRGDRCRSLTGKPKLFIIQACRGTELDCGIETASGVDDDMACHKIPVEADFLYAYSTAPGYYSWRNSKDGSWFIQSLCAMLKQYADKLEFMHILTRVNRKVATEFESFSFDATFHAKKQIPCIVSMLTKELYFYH
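Assay system – Procaspase-3 D3A mutant, all three cleavage aspartates alanine · Controls – DMSO-only low control, 5 µM PC-3 D3A high control · Schedule – 1 h compound preincubation, 2 h substrate hydrolysis at 25 °C · Signal – 405 nm absorbance of p-nitroaniline, reads at 0 and 120 min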
PP5 inh: blocks human protein phosphatase 5 activity; AID 1987; inhibition, % at 6.7 µM; 320,000 compounds, 0.18% hits; purified PP5c, OMFP substrate fluorescence;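 active means inhibition above the campaign's mean inhibition across all tested compounds plus 3 SD, cut at about 9.5% in these data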;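 further: 0% = DMSO only and 100% = 100 µM cantharidin control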
Target sequence (P53041 whole entry, looked up): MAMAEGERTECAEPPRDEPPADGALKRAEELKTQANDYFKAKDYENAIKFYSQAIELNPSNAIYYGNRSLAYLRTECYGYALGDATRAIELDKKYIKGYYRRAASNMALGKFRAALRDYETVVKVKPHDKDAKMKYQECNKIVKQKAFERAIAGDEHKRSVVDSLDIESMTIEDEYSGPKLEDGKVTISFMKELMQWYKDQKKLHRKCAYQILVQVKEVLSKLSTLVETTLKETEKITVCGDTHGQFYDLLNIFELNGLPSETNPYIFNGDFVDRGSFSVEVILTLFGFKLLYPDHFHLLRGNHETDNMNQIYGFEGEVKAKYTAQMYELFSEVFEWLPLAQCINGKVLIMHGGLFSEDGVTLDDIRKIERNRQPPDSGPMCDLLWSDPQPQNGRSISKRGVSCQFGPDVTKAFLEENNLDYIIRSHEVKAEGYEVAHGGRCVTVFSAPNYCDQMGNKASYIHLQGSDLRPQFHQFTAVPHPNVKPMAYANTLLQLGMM
CTSL1 counter: cathepsin L1 inhibition, PFM18AAP counter-screen; recombinant F. hepatica cathepsin L1, Z-Leu-Arg-MCA fluorescence; inhibition, % at 5.96 µM; 300,000 compounds, 0.49% hits;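 active means inhibition above the mean of all tested compounds plus 3 SD, set per screening campaign, cut at about 17% in these data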;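 further: 0% = plate median of test compound wells and 100% = 1 µM Z-Phe-Ala-diazomethylketone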
proCasp7 act: counter-screen: procaspase-7 (human) activation; P55210; recombinant procaspase-7, Ac-DEVD-pNA absorbance 405 nm; D23A/D198A/D206A triple mutant, cannot self-cleave; scale: DMSO 0, 5 µM enzyme 100; activation, % at 8.5 µM; 330,000 compounds, 0.093% hits; AID 463210;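 active means percent activation above the screen-wide mean plus 3 SD, cut at about 25% in these data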
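Material: Procaspase-7 triple mutant (PC-7 D3A) | Quantity: 2 µM procaspase-7 mutant as dispensed | Reagent: DEVD-pNA substrate | Times: 1 h preincubation, 2 h reaction | Technique: 405 nm absorbance of p-nitroaniline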
AHR activator: human AHR activation. activation, % at 5 µM. AHR-responsive luciferase reporter cells, luminescence. P35869. AID 2796. 320,000 compounds, 2.5% hits; in the data active means activation above about 47%;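 further: 0% = vehicle wells and 100% = reference agonist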
PAFAH2 inh: PAFAH2 (human) inhibition | AID 492956 | recombinant PAFAH2, FP-rhodamine activity probe, fluorescence polarization | inhibition, % at 3.39 µM | 340,000 compounds, 0.99% hits | Q99487;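 active means inhibition above the mean over all tested compounds plus 3 SD, cut at about 30% in these data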;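 further: inhibitors block probe labeling of enzyme so polarization drops; 0% = enzyme with DMSO and 100% = wells lacking PAFAH2 protein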
TPT1 inh: blocks Candida albicans tRNA 2'-phosphotransferase. inhibition, % at 5 µM. 300,000 compounds, 0.81% hits. recombinant caTPT1, FP RNA substrate dephosphorylation;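 active means inhibition above the mean of all tested compounds plus 3 SD, set per screening campaign, cut at about 24% in these data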;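 further: plate controls were DMSO alone for no effect and ferristatin control at 100 nM for full effect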
PP1 counter: PP1-alpha (human) inhibition in PP5 counter-screen; P62136; purified PP1alpha, OMFP fluorescence; inhibition, % at 6.7 µM; 320,000 compounds, 0.9% hits; AID 2235;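 active means inhibition above the mean inhibition of all tested compounds plus 3 SD, computed separately for each screening campaign, cut at about 15% in these data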
core dimer inh: HCV core protein dimerization inhibition; AID 1899; 300,000 compounds, 0.33% hits; TR-FRET GST/Flag-core106 dimerization, 1536-well; inhibition, % at 5 µM;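 active means inhibition above the mean of all tested compounds plus 3 SD, set per screening campaign, cut at about 45% in these data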
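Assay system: tagged HCV core106 pair (GST and Flag); medium: KF-containing HEPES buffer, pH 7.45, DTT, CHAPS, BSA; also added: Eu donor and XL665 acceptor anti-tag antibodies; dosing: 5 µM single dose; timing: compound-protein-antibody incubation 4 h at 22.5 °C; signal: TR-FRET 671 and 617 nm emission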
The depositor's hits bear a star; / = not tested or not shown.

nr	SMILES	procasp3 activ	PP5 inh	CTSL1 counter	proCasp7 act	AHR activator
1	Cc1ccc(NC(=O)C(=O)NC2CCCCC2)cc1	1	0.2	-1	7	10
2	CC(=O)NCCC(=O)Nc1ccc(C(N)=O)cc1	-6	1.1	-1	13	-1
3	CN1CCCC(OC(=O)c2cc(Cl)ccc2Cl)C1 (stereo not drawn)	1	1.8	2	12	-2
4	CN(C)CC(C)(C)CNS(=O)(=O)CC12CCC(CC1=O)C2(C)C (stereo not drawn)	-6	-2.3	-2	-3	-2
5	Cc1nn(CCC(=O)O)c2nc(-c3cccnc3)cc(C(F)(F)F)c12	0	1.3	-1	4	-2
6	COc1ccc(Cc2nnc(NC(=O)c3ccccc3F)s2)cc1OC	10	0.0	-2	14	1
7	COc1ccc(-c2nc(NC(=O)C3CCN(c4nc5ccccc5o4)CC3)sc2C)cc1	8	3.9	2	4	16
8	Cc1cc(C)n(-c2ccc(C(=O)NC(C)C)cc2)n1	4	1.9	-4	0	-8
9	O=C(NC1CCS(=O)(=O)C1)Oc1ccccc1 (stereo not drawn)	0	1.7	-2	2	-2
10	CCOCc1cc(C)[nH]c(=O)c1C#N	-8	2.8	-5	-7	-3
11	COc1ccc(-c2c[nH]c(=O)[nH]c2=O)cc1OC	10	3.6	-1	0	8
12	CN(C[C@H](Cc1ccccc1)N(C[C@H](Cc1cccc2ccccc12)N(CCc1ccccc1)N=O)N=O)N=O	0	4.1	0	5	3
13	CC(C)[C@H](NC(=O)c1ccc(Cl)c([N+](=O)[O-])c1)C(=O)NCc1ccc(Cl)cc1Cl	2	1.2	1	8	4
14	CSCCC(NS(=O)(=O)c1ccccc1F)C(=O)Nc1cccc(C)n1 (stereo not drawn)	4	0.8	-1	1	9
15	O=C(O)CSc1nnc(CNc2cccc(C(F)(F)F)c2)n1Cc1ccco1	-1	1.3	2	-16	1

nr	PAFAH2 inh	TPT1 inh	PP1 counter	core dimer inh
1	-2	-3	1	-3
2	9	5	2	1
3	-77	-7	1	-4
4	-8	0	-1	8
5	-10	1	0	-1
6	0	-1	-6	0
7	-16	-3	5	3
8	0	0	-3	3
9	4	-2	-7	1
10	5	-1	-2	-2
11	-3	-6	-1	-4
12	3	1	16*	26
13	-2	2	5	13
14	-1	0	-1	-5
15	-10	-1	-1	7

(listing goes on)
nr	SMILES	procasp3 activ	PP5 inh	CTSL1 counter	proCasp7 act	AHR activator
16	Cc1cc2nc(C3CCCN(C(=O)NCc4ccccc4)C3)[nH]c2cc1C (stereo not drawn)	10	-0.6	-1	2	2
17	Cc1nc(-c2nnc(SCC(=O)Nc3cc(C(F)(F)F)cc(C(F)(F)F)c3)n2C)cs1	10	-1.5	4	-1	1
18	COc1ccc(N(C)S(=O)(=O)c2cccc(C(=O)OCC(=O)Nc3sc4c(c3C#N)CCCCC4)c2)cc1	1	2.9	6	-7	-1
19	CC(C)S(=O)(=O)CC(=O)c1ccc(Cl)cc1	-2	-0.3	0	-13	0
20	Clc1ccc(-c2cn(-c3ccc(Cl)cc3)c3[n+]2CCCCC3)cc1	-2	-0.1	5	5	-2
21	CC1=NN(/C(=N\c2nnc(C)s2)Nc2ccccc2)[C@H](c2ccc(C)cc2)S1	5	-1.0	3	2	3
22	CCOc1ccc(/C=N/NC(=O)c2[nH]ncc2Br)c(O)c1	-33	1.0	9	-20	-2
23	Cc1cc(OCCCCOc2ccc(S(N)(=O)=O)c(C)c2)ccc1S(N)(=O)=O	3	1.9	-9	10	5
24	O=C(Nc1ccccc1[N+](=O)[O-])c1ccc(S(=O)(=O)N2CCCC2)cc1	0	-0.4	2	-1	1
25	COc1ccc(-c2csc(Nc3ccc(C)cn3)n2)cc1OC	-2	2.2	1	-1	-7
26	Cc1ccc(NC(=S)N2CCC(c3nc4ccccc4s3)CC2)cc1C	-3	5.3	1	-2	-5
27	O=C(CCCCCN1C(=O)c2ccccc2C1=O)Nc1ccccc1F	6	-1.1	4	4	5
28	CC(=O)N1c2ccc(S(=O)(=O)N3CCC(C(=O)Nc4cc(C)cc(C)c4)CC3)cc2CC1C (stereo not drawn)	-14	2.6	6	9	10
29	CCOc1ccccc1OCC(=O)Nc1ccc(OC)c(S(=O)(=O)N2CCCCC2)c1	2	-0.6	-18	9	-3
30	O=C(N/N=C/c1ccc(O)cc1O)/C(=C/c1ccccc1)CCO	-9	2.6	2	-8	2

nr	PAFAH2 inh	TPT1 inh	PP1 counter	core dimer inh
16	2	1	-4	0
17	14	0	-1	1
18	1	2	-2	1
19	-5	-1	-5	-4
20	4	2	-1	-1
21	-2	-2	5	15
22	7	5	4	-5
23	-3	-4	2	0
24	-3	1	-1	10
25	6	-1	-2	-4
26	6	10	4	-7
27	1	-1	-2	-1
28	-1	-1	1	-5
29	-4	-1	0	6
30	6	-4	-3	2

Continuation:
nr	SMILES	procasp3 activ	PP5 inh	CTSL1 counter	proCasp7 act	AHR activator
31	CNc1c(NS(=O)(=O)c2ccc(Cl)s2)c(=O)oc2ccccc12	0	4.1	0	0	2
32	CCN1CCN(C(CNS(=O)(=O)c2ccc(OC)cc2)c2cccnc2)CC1 (stereo not drawn)	1	-0.2	2	0	-5
33	COCCNC(=O)c1onc(CSc2ccc(C(C)C)cc2)c1C(=O)O	8	1.8	1	9	2
34	CCCCN1C(=N)N([C@@H](C)CN2CCC[C@H]2CN2C(N)=NC[C@H]2CC(C)C)C[C@H]1Cc1ccccc1	-5	/	/	8	-1
35	C(=N\N1CCN(Cc2ccccc2)CC1)/c1cccs1	-4	-0.5	1	4	2
36	COC(=O)c1ccc(CSc2nc(C)nc3sc(C)c(C)c23)o1	7	4.2	-4	5	5
37	COc1cc(-c2n[nH]c(=S)n2-c2cc(C(F)(F)F)ccc2Cl)cc(OC)c1OC	-6	3.4	-2	-36	23
38	O=C(COC(=O)C1C2CC3OC(=O)C1C3C2)Nc1cccc(Cl)c1 (stereo not drawn)	-4	-0.2	-6	0	3
39	COC(=O)C1=C(C)N(C)C(=O)NC1c1cc2c(cc1[N+](=O)[O-])OCO2 (stereo not drawn)	-4	-0.3	2	-17	23
40	COc1cc2c(cc1OC)CN(C(=O)/C=C/c1ccc([N+](=O)[O-])cc1)CC2	0	-0.3	-1	1	-1
41	N#Cc1ccc(OCC(=O)NC2CCCCCC2)cc1	5	/	/	-3	2
42	COc1cccc(OC)c1C(=O)NCCSC1CCCCC1	8	3.9	-2	-10	6
43	CCCNC(=O)Nc1cc(C)on1	-6	-0.6	2	-2	5
44	COc1ccccc1C(=O)O/N=C(\N)c1ccccn1	8	3.7	-2	3	32
45	Cc1ccc(COC(=O)CN2C(=O)NC3(CCCC3)C2=O)cc1	-3	2.0	/	-1	1

nr	PAFAH2 inh	TPT1 inh	PP1 counter	core dimer inh
31	3	1	1	-7
32	-3	-2	-2	-9
33	-3	2	1	-11
34	5	/	/	/
35	-2	1	3	7
36	-3	-1	-1	-3
37	-1	3	1	-6
38	77*	1	1	4
39	-14	-21	-3	0
40	-3	2	-1	4
41	-6	/	/	/
42	5	3	-3	3
43	6	-6	-2	-5
44	4	3	-1	3
45	2	/	3	/

The listing continues:
nr	SMILES	procasp3 activ	PP5 inh	CTSL1 counter	proCasp7 act	AHR activator
46	CCOc1ccccc1C(=O)OCC(=O)Nc1cc(S(=O)(=O)N2CCOCC2)ccc1C	6	-1.7	/	9	1
47	CC(=O)N1CCCc2cc(S(=O)(=O)N3CCCC(C(=O)N4CCN(c5ccccc5)CC4)C3)ccc21 (stereo not drawn)	-2	-1.8	-2	10	0
48	COC(=O)COc1ccc(NC(=O)Cn2nc(-c3ccccc3)c3ccccc3c2=O)cc1	6	-0.2	-1	10	1
49	CC1CCN(S(=O)(=O)c2ccc3c(c2)N(CC(=O)NCCCN(Cc2ccccc2)C(C)C)C(=O)CO3)CC1	1	0.6	7	-4	2
50	CC(C)CN1CCN(Cc2ccc(CN3CCCCC3)s2)CC1CCO (stereo not drawn)	7	1.8	-1	2	-1
51	OCC1(CCCc2ccccc2)CCN(C2CCC2)CC1	7	4.4	-3	5	0
52	CC(C)CC(C(=O)O)N1C(=O)C2C3C=CC(C2C1=O)C1C(=O)N(C(CC(C)C)C(=O)O)C(=O)C31 (stereo not drawn)	-8	1.6	1	12	-1
53	Cn1c(N2CCOCC2)c(/C=N/OC(=O)c2ccc(F)cc2)c2ccccc21	1	1.2	1	12	-1
54	C#CCOCCOCCOCCNc1nc(N2CCOCC2)nc(N2CCN(C(=O)CCCCCCCCCCNC(=O)[C@H]([C@@H](C)CC)n3cc(CCCCN=C(N)N)nn3)CC2)n1	4	-1.7	3	-1	-3

nr	PAFAH2 inh	TPT1 inh	PP1 counter	core dimer inh
46	32*	/	-3	/
47	0	1	-3	6
48	-8	-6	-8	0
49	0	0	-3	-5
50	0	0	-6	4
51	-6	1	-4	-59
52	5	1	1	0
53	4	-1	-1	6
54	1	-1	15*	-20

Structures shown so far with an aryl methoxy group (11):
nr	SMILES	procasp3 activ	PP5 inh	CTSL1 counter	proCasp7 act	AHR activator
6	COc1ccc(Cc2nnc(NC(=O)c3ccccc3F)s2)cc1OC	10	0.0	-2	14	1
7	COc1ccc(-c2nc(NC(=O)C3CCN(c4nc5ccccc5o4)CC3)sc2C)cc1	8	3.9	2	4	16
11	COc1ccc(-c2c[nH]c(=O)[nH]c2=O)cc1OC	10	3.6	-1	0	8
18	COc1ccc(N(C)S(=O)(=O)c2cccc(C(=O)OCC(=O)Nc3sc4c(c3C#N)CCCCC4)c2)cc1	1	2.9	6	-7	-1
25	COc1ccc(-c2csc(Nc3ccc(C)cn3)n2)cc1OC	-2	2.2	1	-1	-7
29	CCOc1ccccc1OCC(=O)Nc1ccc(OC)c(S(=O)(=O)N2CCCCC2)c1	2	-0.6	-18	9	-3
32	CCN1CCN(C(CNS(=O)(=O)c2ccc(OC)cc2)c2cccnc2)CC1 (stereo not drawn)	1	-0.2	2	0	-5
37	COc1cc(-c2n[nH]c(=S)n2-c2cc(C(F)(F)F)ccc2Cl)cc(OC)c1OC	-6	3.4	-2	-36	23
40	COc1cc2c(cc1OC)CN(C(=O)/C=C/c1ccc([N+](=O)[O-])cc1)CC2	0	-0.3	-1	1	-1
42	COc1cccc(OC)c1C(=O)NCCSC1CCCCC1	8	3.9	-2	-10	6
44	COc1ccccc1C(=O)O/N=C(\N)c1ccccn1	8	3.7	-2	3	32

nr	PAFAH2 inh	TPT1 inh	PP1 counter	core dimer inh
6	0	-1	-6	0
7	-16	-3	5	3
11	-3	-6	-1	-4
18	1	2	-2	1
25	6	-1	-2	-4
29	-4	-1	0	6
32	-3	-2	-2	-9
37	-1	3	1	-6
40	-3	2	-1	4
42	5	3	-3	3
44	4	3	-1	3

Rows were taken by chance, and some 5.6% of all compounds hit somewhere here.
